Pax4 mRNA alpha TC1: activators of Pax4 gene expression, primary screen, RT-PCR, mouse alpha TC1 cells, single point (AID 1053180); mouse alpha TC1 cells, Pax4 mRNA qPCR, 6 days; stronger effect = higher value; 100% = Pax4 plasmid added at qPCR; activation, % at 10 µM; 9,600 compounds, 0.2% hits;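 active means highest normalized replicate activity of 15 or more, or at least half the replicates reach 15 or more; inactive means neither condition met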;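 further: pax4 Ct normalized to GAPDH with activation seen as lower delta delta Ct; plate controls were plate neutral control wells for no effect and Pax4 plasmid positive control for full effect; each compound tested in two replicate wells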
YAP1 CTGF inhibition: reduction of CTGF mRNA in DLD1 cells – DLD1 colon cancer cells, RT-qPCR, single point, primary screen (AID 743449). inhibition, % at 12.5 µM. DLD1 CTGF mRNA qPCR, 24 h; stronger effect = higher value. 9,900 compounds, 0.9% hits;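 active means mean normalized replicate activity at least 50 and at least half of replicates each reaching 50; inconclusive means only one of the two criteria met; inactive means neither criterion met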;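 further: 0% = neutral control wells and 100% = dasatinib control wells; higher means stronger suppression of CTGF expression like dasatinib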
Starred values were filed as active, the others as inactive; ? = inconclusive; & = joins results of further samples.

entry	molecule	Pax4 mRNA alpha TC1	YAP1 CTGF inhibition
1	O=C(C1CCOCC1)N1CC(=O)N2[C@@H](CO)[C@H](c3ccc(C#CCc4ccccc4)cc3)[C@@H]2C1	0.0	39
2	COc1cccc(S(=O)(=O)N2[C@@H]3CNC[C@H]2C3c2ccc(/C=C/c3ccccc3)cc2)c1 (stereo partly drawn)	0.0&0.0	-20&8
3	CCCC#Cc1ccc([C@@H]2[C@H](CO)N3C(=O)CN(C(=O)Nc4cccc(F)c4)C[C@@H]23)cc1	0.0	-46
4	CCCNC(=O)[C@H]1[C@H](CO)[C@H]2Cn3c(ccc(C4=CCCCC4)c3=O)[C@H]2N1Cc1ccccc1F	0.0	50
5	CO[C@H]1CN(C)C(=O)c2ccc(NC(=O)C3CC3)cc2OC[C@@H](C)N(C(C)=O)C[C@H]1C	0.0	31
6	Cc1ccccc1S(=O)(=O)Nc1ccc2c(c1)C(=O)N(C)[C@@H]1CC[C@H](CC(=O)O)O[C@H]1CO2	0.0	-21
7	C[C@@H]1CN([C@@H](C)CO)C(=O)c2cc(NS(=O)(=O)c3ccc(F)cc3)ccc2O[C@@H](C)CCCCO[C@@H]1CN(C)C(=O)Nc1ccc2c(c1)OCO2	0.0	-5
8	C[C@H]1CN([C@@H](C)CO)C(=O)c2cc(NS(=O)(=O)c3cccs3)ccc2O[C@H]1CN(C)S(=O)(=O)c1ccc(Cl)cc1	0.0	-5
9	COc1ccc(S(=O)(=O)Nc2ccc3c(c2)OC[C@@H](C)NC[C@H](C)[C@H](OC)CN(C)C3=O)cc1	0.0	-41
10	COCC(=O)N1[C@H](C#N)[C@H](c2ccccc2-c2cccc(C)c2)[C@H]1CO	0.0	-38
11	Cn1cnc(S(=O)(=O)N2[C@@H]3CNC[C@H]2C3c2ccc(/C=C/c3ccccc3)cc2)c1 (stereo partly drawn)	0.0&0.0	?
12	CC(C)[C@H]1COCn2nncc2CCCC(=O)N1	0.0	-22
13	CC(C)C#Cc1ccc([C@H]2[C@H](CO)N3C(=O)CN(C(=O)c4ccc5c(c4)OCO5)C[C@@H]23)cc1	0.0	21
14	O=C(C[C@@H]1CC[C@@H]2[C@H](COC[C@H](O)CN2Cc2cc(F)ccc2F)O1)NCc1ccc(Oc2ccccc2)cc1	0.6	9
15	COCCNC(=O)C[C@@H]1CC[C@H]2[C@@H](COC[C@@H](O)CN2Cc2ccc(Cl)c(Cl)c2)O1	0.1	12

More compounds follow.
entry	molecule	Pax4 mRNA alpha TC1	YAP1 CTGF inhibition
16	CC(C)CC#Cc1ccc([C@H]2[C@H](CO)N3C(=O)CN(C(=O)c4cccc(F)c4)C[C@@H]23)cc1	0.0	30
17	COc1ccccc1C(=O)N1C[C@H]2[C@@H](c3ccccc31)[C@@H](CO)N2CC1CCCC1	0.0	11
18	COc1cccc(S(=O)(=O)Nc2ccc3c(c2)[C@@H]2C[C@H](CC(=O)NC4CCCCC4)O[C@H](CO)[C@@H]2O3)c1	0.0	-5
19	C/C=C/c1ccccc1[C@@H]1[C@@H](C#N)N(C(=O)c2cccnc2)[C@H]1CO	0.0	-3
20	C[C@@H]1CN([C@@H](C)CO)C(=O)c2ccccc2-c2ccccc2CO[C@@H]1CN(C)S(=O)(=O)c1cccs1	0.0	-5
21	O=C(Nc1ccc(F)cc1)N1C[C@@H]2[C@H](c3ccccc31)[C@@H](CO)N2Cc1ccccc1Cl	0.0	-18
22	C[C@@H](NC(=O)C[C@@H]1C[C@@H]2c3cc(NS(=O)(=O)c4ccc(F)cc4)ccc3O[C@@H]2[C@H](CO)O1)c1ccccc1	0.0	-9
23	C[C@@H]1CN([C@@H](C)CO)C(=O)CCCn2nncc2CO[C@@H]1CN(C)Cc1ccccc1C(=O)O	0.0	-17
24	Cn1cnc(S(=O)(=O)N2C[C@@H](O)COC[C@H]3O[C@H](CC(=O)NCc4cccc(F)c4)CC[C@@H]32)c1	0.0	-6
25	O=C(NC[C@@H]1[C@@H](c2ccccc2)[C@@H](CO)N1Cc1ccccn1)C1CCCC1	0.0	-9
26	CCCN1C[C@H](C)[C@H](OC)CN(C)C(=O)c2cc(NS(=O)(=O)c3ccccc3)ccc2OC[C@@H]1C	0.0	15
27	COc1ccc([C@H]2CC=CC[C@@H](C)Oc3ccccc3C(=O)N(C)[C@H](Cc3ccccc3)C(=O)N2)c(OC)c1 (mixture of isomers)	0.5	0
28	CN(C)C(=O)c1cccc(-c2ccc3c(c2)[C@@H]2[C@@H](CCN2C(=O)Nc2ccc(F)cc2)[C@H](CO)N3C)c1	0.0	27
29	CC(C)C#Cc1ccc([C@@H]2[C@@H](CO)N3C(=O)CN(C(=O)NC4CCCC4)C[C@H]23)cc1	0.0	-29
30	Cc1cccc(S(=O)(=O)N2C[C@@H](O)COC[C@H]3O[C@H](CC(=O)Nc4ccccc4)CC[C@@H]32)c1	0.0	9

The results go on:
entry	molecule	Pax4 mRNA alpha TC1	YAP1 CTGF inhibition
31	N#C[C@@H]1[C@H](c2ccccc2)[C@@H](CO)N1C(=O)c1cc(Cl)cc(Cl)c1	0.0	12
32	Cc1ccc(CN2CC(=O)N3[C@H](CO)[C@@H](c4ccc(-c5ccccc5F)cc4)[C@H]3C2)cc1	0.0	-11
33	C[C@H](CO)N1C[C@H](C)[C@H](CN(C)S(=O)(=O)c2ccccc2)Oc2ccc(NC(=O)C3CC3)cc2C1=O	0.0	-3
34	C[C@H]1CN([C@@H](C)CO)C(=O)CCCn2cc(nn2)CO[C@@H]1CN(C)S(=O)(=O)c1cccc(C#N)c1	0.0	7
35	Cc1nn(C)cc1NC(=O)C[C@@H]1CC[C@H]2[C@H](COc3ccc(NC(=O)c4cccc(F)c4)cc3C(=O)N2C)O1	0.0	11
36	CO[C@H]1CN(C)C(=O)c2cc(NS(=O)(=O)c3cn(C)cn3)ccc2OC[C@H](C)NC[C@H]1C	0.0	-1
37	O=C(NC[C@H]1[C@@H](c2ccccc2)[C@H](CO)N1C(=O)C1CCC1)NC1CCCC1	0.0	-10
38	COc1ccc(C#Cc2ccc([C@@H]3[C@H](CO)N4C(=O)CN(C(=O)NC(C)C)C[C@@H]34)cc2)cc1	0.0	-14
39	C[C@@H]1CCCCO[C@@H](CN(C)C(=O)Cc2ccccc2)[C@H](C)CN([C@@H](C)CO)C(=O)c2cc(NS(C)(=O)=O)ccc2O1	0.0	-22
40	O=C(C[C@@H]1CC[C@H]2[C@@H](COC[C@H](O)CN2Cc2nccs2)O1)N1CCC(Cc2ccccc2)CC1	0.0	-22
41	COc1ccccc1CNC(=O)C[C@H]1C=C[C@@H](NC(=O)CC2CC2)[C@H](CO)O1	0.0	3
42	Cc1cc(C(=O)Nc2cccc3c2O[C@@H](CN(C)C)[C@H](C)CN([C@@H](C)CO)C3=O)n(C)n1	0.0	-22
43	CN1C(=O)c2cc(NC(=O)Nc3cccc(C#N)c3)ccc2OC[C@H]2O[C@@H](CC(=O)Nc3ccc4c(c3)CCC4)CC[C@@H]21	0.0	-20
44	CN1CCN(C(=O)C[C@H]2CC[C@@H]3[C@H](COC[C@H](O)CN3Cc3cccc(-c4ccncc4)c3)O2)CC1	0.0	-22
45	O=C(C[C@@H]1CC[C@H]2[C@@H](COC[C@@H](O)CN2C(=O)Nc2cccc(F)c2)O1)NCCCN1CCOCC1	0.0	-6

Single records (already shown).
CCCNC(=O)[C@H]1[C@H](CO)[C@H]2Cn3c(ccc(C4=CCCCC4)c3=O)[C@H]2N1Cc1ccccc1F is listed with Pax4 mRNA alpha TC1 = 0.0; YAP1 CTGF inhibition = 50
CC(C)C#Cc1ccc([C@H]2[C@H](CO)N3C(=O)CN(C(=O)c4ccc5c(c4)OCO5)C[C@@H]23)cc1 is listed with Pax4 mRNA alpha TC1 = 0.0; YAP1 CTGF inhibition = 21
COc1cccc(S(=O)(=O)Nc2ccc3c(c2)[C@@H]2C[C@H](CC(=O)NC4CCCCC4)O[C@H](CO)[C@@H]2O3)c1 is listed with Pax4 mRNA alpha TC1 = 0.0; YAP1 CTGF inhibition = -5

(listing goes on)
entry	molecule	Pax4 mRNA alpha TC1	YAP1 CTGF inhibition
46	C[C@@H]1CN([C@@H](C)CO)C(=O)c2ccccc2-c2ccccc2CO[C@@H]1CN(C)C(=O)[C@H]1CCCN1C	0.0	-19
47	CCCNC(=O)C[C@@H]1CC[C@H]2[C@@H](COC[C@@H](O)CN2C(=O)Nc2ccc(Cl)c(Cl)c2)O1	0.2	6
48	C[C@@H]1CCCCO[C@H](CN(C)C(=O)Nc2cccc3ccccc23)[C@@H](C)CN([C@@H](C)CO)C(=O)c2cc(NC(=O)CCC(F)(F)F)ccc2O1	0.0	25
49	CO[C@H]1CN(C)C(=O)c2cc(NC(=O)C3CCCCC3)ccc2OC[C@@H](C)N(C(=O)c2ccccc2)C[C@H]1C	0.0	-15
50	COc1cccc(-c2ccc3n(c2=O)C[C@@H]2[C@@H](CO)[C@H](C(=O)NCC4CC4)[C@H]3N2S(C)(=O)=O)c1	0.0	-11
51	CCCC(=O)N1CCC2(CC1)CN(C(=O)C1CCC1)[C@H](CO)c1[nH]c3cc(OC)ccc3c12	0.0	15
52	O=C(C[C@@H]1C=C[C@H](NC(=O)c2ccncc2)[C@@H](CO)O1)NCC1CC1	0.0	-17
53	Cc1noc(C)c1S(=O)(=O)N(C)C[C@@H]1Oc2ccc(NC(=O)c3ccncc3)cc2CC(=O)N([C@@H](C)CO)C[C@@H]1C	0.0	11
54	CN(C)CC(=O)N1[C@H](CO)[C@@H](c2ccccc2-c2ccc(C(=O)N(C)C)cc2)[C@@H]1C#N	0.0	-19
55	CN(C)C(=O)c1ccc(-c2ccc([C@H]3[C@H](CO)N4C(=O)CN(C(=O)CC5CC5)C[C@@H]34)cc2)cc1	0.0	-3
56	C[C@H](CO)N1C[C@H](C)[C@@H](CN(C)Cc2ccc(Oc3ccccc3)cc2)Oc2ccc(N(C)C)cc2C1=O	0.0	-72
57	Cc1cccc(S(=O)(=O)N2CC[C@@H]3[C@H](CO)Nc4ccc(-c5ccccc5F)cc4[C@@H]32)c1	0.0	-4
58	N#Cc1ccc(-c2ccc([C@H]3[C@@H](CO)N4C(=O)CNC[C@H]34)cc2)cc1	0.0	6
59	Cc1noc(C)c1S(=O)(=O)N(C)C[C@@H]1Oc2c(NC(=O)c3ccc(-c4nccs4)cc3)cccc2C(=O)N([C@H](C)CO)C[C@@H]1C	0.0	31
60	Cc1ccccc1-c1ccccc1[C@H]1[C@@H](C#N)N(C(=O)c2ccc(F)cc2)[C@H]1CO	0.0	12

Carrying on:
entry	molecule	Pax4 mRNA alpha TC1	YAP1 CTGF inhibition
61	O=C(N[C@H]1C=C[C@H](CC(=O)N2CCN(c3ccccc3)CC2)O[C@@H]1CO)c1ccccc1	0.0	-3
62	COc1ccc2c3c([nH]c2c1)[C@H](CO)N(S(=O)(=O)c1ccc(C)cc1)CC31CCN(Cc2nccs2)CC1	0.0	-33
63	O=C(C[C@H]1CC[C@H]2NC[C@@H](O)COC[C@@H]2O1)NCCN1CCCCC1	0.0	12
64	CNC[C@@H]1OCc2cn(nn2)CCCC(=O)N([C@@H](C)CO)C[C@H]1C	0.0	22
65	O=C(c1cccc(F)c1)N1CCCCN2[C@H](CO)[C@H](c3ccc(C#CC4(O)CCCC4)cc3)[C@H]2C1	0.0	12
66	Cc1nn(C)cc1NC(=O)C[C@@H]1CC[C@H]2[C@H](COc3ccc(NC(=O)C4CCOCC4)cc3C(=O)N2C)O1	0.0	5
67	COc1ccccc1CNC(=O)C[C@@H]1CC[C@@H]2[C@H](COc3ccc(NC(C)=O)cc3C(=O)N2C)O1	0.0	4
68	O=C(Nc1ccc(F)cc1)N1C[C@@H]2[C@H](c3ccccc31)[C@H](CO)N2Cc1ccccc1Cl	0.0	12
69	O=C(CCN1CCCCC1)N[C@@H]1CC[C@H](CC(=O)N2CCC(Cc3ccccc3)CC2)O[C@@H]1CO	0.0	8
70	COc1ccccc1CN1[C@@H]2c3ccc(C4=CCCC4)c(=O)n3C[C@H]1[C@H](CO)[C@H]2C(=O)N(C)C	0.0	3
71	COCC(=O)Nc1ccc2c(c1)OC[C@@H](C)N(C)C[C@H](C)[C@H](OC)CN(C)C2=O	0.0	-3
72	Cc1noc(C)c1NC(=O)N(C)C[C@@H]1Oc2ccc(NC(=O)Cc3cn(C)c4ccccc34)cc2CC(=O)N([C@@H](C)CO)C[C@@H]1C	0.0	10
73	CC(=O)N1[C@@H]2CN(S(=O)(=O)c3ccccc3C)c3ccccc3[C@@H]2[C@@H]1CO	0.0	-3
74	N#C[C@H]1[C@@H](c2ccccc2)[C@H](CO)N1C(=O)c1cc(Cl)cc(Cl)c1	0.0	27
75	C[C@@H]1CN([C@@H](C)CO)C(=O)c2cc(NS(=O)(=O)c3ccc(F)cc3)ccc2O[C@H]1CN(C)C(=O)Nc1ccccc1	0.0	-30

Additional structures.
entry	molecule	Pax4 mRNA alpha TC1	YAP1 CTGF inhibition
76	C[C@H](CO)N1C[C@H](C)[C@@H](CN(C)Cc2ccc(-c3ccccc3)cc2)Oc2c(NS(C)(=O)=O)cccc2C1=O	0.0	-10
77	COc1ccccc1-c1ccc(C2[C@@H]3CN(Cc4nccs4)C[C@H]2N3)cc1 (stereo partly drawn)	0.0	-53
78	COc1ccc([C@H]2C/C=C\C[C@H](c3ccc(F)cc3)NC(=O)CCC(=O)N2)c(OC)c1	0.0	?
79	C[C@@H]1CN([C@@H](C)CO)C(=O)CCCn2nncc2CO[C@H]1CN(C)Cc1cccc(C(F)(F)F)c1	0.0	5
80	CC=Cc1ccc2n(c1=O)C[C@H]1[C@H](CO)[C@@H](C(=O)NCC3CC3)[C@@H]2N1C(=O)Nc1cc(F)ccc1F (mixture of isomers)	0.0	-11

Bioassay records: PubChem BioAssay, Broad Institute

Only part of the results is shown (hit frequency here may not be typical).
